# Pol kappa inh – inhibitors of human DNA polymerase kappa. purified Pol kappa, fluorescent DNA synthesis assay, 10 min. Potency, µM (doses to about 107 µM), for the others: at the top dose activity, negative = inhibition, most hits filed as inhibitors. actives 0.53% (n = 400,000). AID 588579; note: potency is the fitted concentration of half-maximal effect; % is set by controls: 0 for no effect and ±100 for the full control effect
#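 10 nM Pol kappa preincubated 15 min at room temperature with compounds, then reaction started with substrate at 50 nM final. Fluorescence read kinetically at 0 and 10 min; buffer-only wells served as negative control.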
# ERG Ets-DNA blk – ERG Ets/DNA interaction inhibition; P11308; fluorescence polarization, His-ERG Ets domain / labelled DNA; Potency, µM (doses to about 76.9 µM), for the others: top-dose FP activity, negative = inhibition, hits mostly inhibitors; actives 0.028% (n = 370,000); AID 624246; active = well fitted inhibition curve with a large enough effect in the polarisation, with a control signal flat; inconclusive = small, poorly fitted or top-dose-only effect, or effect the other way, or a change in a side signal; inactive = no such curve, though single readings can be large or run the other way; the % refers to the polarisation;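 note: polarization taken with two DNA probes labelled with fluorescein and Texas red; potency is the fitted concentration of half-maximal effect; % of control where 0% means no effect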
#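 His-tagged ERG Ets domain (1 uM in the protein solution; 300mM KCl, 50mM Tris-HCl, 1mM EDTA, 1mM DTT, pH 7.5) received compound, then a probe mix of 5 nM fluorescein-DNA and 100nM Texas-615-DNA. Fluorescence polarization was read for both dyes.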
# APEX1 inh – inhibitors of human APE1 endonuclease. P27695. recombinant APE1, TAMRA/BHQ-2 abasic DNA cleavage fluorescence. Potency, µM (doses to about 65.8 µM), without a hit: top-dose activity change, negative = inhibition, most hits filed as inhibitors. actives 0.35% (n = 350,000);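 note: potency is the fitted concentration of half-maximal effect; plate controls were vehicle for no effect and reference inhibitor for full effect; nearly all actives have a fitted effect of over 55% in size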
#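 Measures dequenching upon AP-site incision of a 5'-TAMRA/3'-BHQ-2 THF-containing duplex, 50 nM; human APE1 0.75 nM after 15 min room-temperature exposure to compound; kinetic three-point read at one-minute spacing.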
# Pol iota inh – inhibitors of human DNA polymerase iota. Q9UNA4. Pol iota fluorescent replication assay, 10 min. Potency, µM (highest dose often 115 µM), for inactives: at the top dose activity, negative = inhibition, usual class: inhibitors. actives 1% (n = 390,000). AID 588590; note: potency is the fitted concentration of half-maximal effect
#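 Fluorescent replication assay read twice, at 0 min and 10 min after adding 50 nM (final) substrate. Enzyme (10 nM) and compounds were first incubated 15 min at room temperature; enzyme-free buffer wells were negative controls.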
# Pol beta inh – blocks human DNA polymerase beta activity. actives 1.3% (n = 340,000). AID 485314. Pol beta primer extension/strand displacement, fluorescence kinetic. P06746. Potency, µM (doses to about 114 µM), for the others: top-dose activity change, negative = inhibition, usual class: inhibitors; note: potency is the fitted concentration of half-maximal effect; % is set by controls: 0 for no effect and ±100 for the full control effect
#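 10 nM enzyme + cpd, 15 min RT; start with substrate 50 nM final; read 0 min and after 10 min RT. Corrected, normalized data; 4-parameter Hill curve fit.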
# 12-LOX inh – blocks human arachidonate 12S-lipoxygenase | P18054 | actives 1.1% (n = 580,000) | Potency, µM (series often up to 108 µM), inactives show top-dose activity change, negative = inhibition, actives largely listed as inhibitors | purified 12hLO, xylenol orange hydroperoxide absorbance; note: potency is the fitted concentration of half-maximal effect; % is set by controls: 0 for no effect and ±100 for the full control effect
#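 Hydroperoxide product was detected by ferrous iron/xylenol orange as the 573 to 405 nm absorbance ratio. Arachidonic acid at 40 uM (final) was turned over for 30 min at room temperature by 150 nM human 12hLO, pH 7.0 Hepes buffer, after 15 min compound preincubation.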
# Apoferritin bind – binds horse apoferritin like a general anesthetic; P02791; apoferritin/1-aminoanthracene competitive binding, fluorescence; Potency, µM (highest dose often 77.5 µM), without a hit: top-dose activity change, negative = displacement, actives largely listed as inhibitors; actives 0.074% (n = 350,000); note: potency is the fitted concentration of half-maximal effect; % is set by controls: 0 for no effect and ±100 for the full control effect; nearly all actives have a fitted effect of over 20% in size
#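 Steps: apoferritin (10 uM) was premixed with half-saturated 1-AMA in PBS, compounds were pin-transferred, plates stood 10 min at room temperature, fluorescence was read at 380/535 nm, and curves were fitted with a Hill equation.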
# TRHR ag – TRH receptor (human) agonism. actives 0.18% (n = 360,000). TRHR cells, calcium flux fluo-8, FDSS agonist mode. P34981. AID 493084. activation, % at 2 µM; in the data active = activation above about 30%; note: 0% is about no effect
#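 Fluo-8-loaded TRHR cells; 10 s baseline, compound added, kinetic Ca2+ fluorescence read 1/s, agonist mode.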
# BLM helicase inh – inhibitors of human Bloom syndrome helicase BLM | AID 2528 | Potency, µM (titrated, usually from 56.1 µM), without a hit: at the top dose activity change, negative = inhibition, usual class: inhibitors | recombinant BLM DNA unwinding, fluorescence dequenching | actives 0.2% (n = 350,000);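 note: potency is the fitted concentration of half-maximal effect; plate controls were vehicle for no effect and no enzyme for full effect; nearly all actives have a fitted effect of over 35% in size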
# Target sequence (P54132 whole entry, looked up): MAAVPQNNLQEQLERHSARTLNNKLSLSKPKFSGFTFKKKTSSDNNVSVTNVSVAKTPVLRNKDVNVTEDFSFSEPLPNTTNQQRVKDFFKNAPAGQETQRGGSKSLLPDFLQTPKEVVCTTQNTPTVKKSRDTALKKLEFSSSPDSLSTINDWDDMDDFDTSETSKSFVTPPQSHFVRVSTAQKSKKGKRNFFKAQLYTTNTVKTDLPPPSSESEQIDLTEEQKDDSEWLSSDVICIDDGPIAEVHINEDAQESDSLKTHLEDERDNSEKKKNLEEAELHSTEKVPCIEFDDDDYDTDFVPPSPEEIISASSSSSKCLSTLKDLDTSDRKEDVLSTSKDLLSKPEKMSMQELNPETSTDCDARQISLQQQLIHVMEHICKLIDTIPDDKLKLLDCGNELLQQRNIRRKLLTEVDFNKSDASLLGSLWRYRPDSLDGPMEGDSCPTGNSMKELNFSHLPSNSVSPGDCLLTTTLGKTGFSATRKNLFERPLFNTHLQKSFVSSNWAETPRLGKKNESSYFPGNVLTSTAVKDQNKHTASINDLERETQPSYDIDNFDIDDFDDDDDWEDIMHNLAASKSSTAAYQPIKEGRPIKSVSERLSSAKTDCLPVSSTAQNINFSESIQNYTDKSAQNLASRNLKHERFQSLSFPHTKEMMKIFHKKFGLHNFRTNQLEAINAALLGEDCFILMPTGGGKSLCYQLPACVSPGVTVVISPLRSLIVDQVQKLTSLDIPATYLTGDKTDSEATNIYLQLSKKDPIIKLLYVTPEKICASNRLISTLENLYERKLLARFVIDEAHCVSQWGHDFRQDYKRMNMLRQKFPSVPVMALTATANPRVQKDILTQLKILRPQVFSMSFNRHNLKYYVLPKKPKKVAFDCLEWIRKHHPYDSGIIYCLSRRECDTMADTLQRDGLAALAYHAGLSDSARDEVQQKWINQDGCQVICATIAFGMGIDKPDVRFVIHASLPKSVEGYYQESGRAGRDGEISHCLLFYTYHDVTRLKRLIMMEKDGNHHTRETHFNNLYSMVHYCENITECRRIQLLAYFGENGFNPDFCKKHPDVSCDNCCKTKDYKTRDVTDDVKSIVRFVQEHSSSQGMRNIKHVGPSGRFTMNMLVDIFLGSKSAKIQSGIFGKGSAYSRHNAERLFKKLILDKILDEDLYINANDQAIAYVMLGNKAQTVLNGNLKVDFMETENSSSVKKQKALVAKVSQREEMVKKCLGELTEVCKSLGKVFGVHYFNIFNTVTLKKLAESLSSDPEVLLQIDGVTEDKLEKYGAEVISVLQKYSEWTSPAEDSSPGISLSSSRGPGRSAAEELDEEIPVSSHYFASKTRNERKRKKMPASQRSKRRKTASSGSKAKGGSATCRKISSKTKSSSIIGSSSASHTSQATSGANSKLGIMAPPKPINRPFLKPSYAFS
# * marks the source's active call; other numbers are inactive results; ? = inconclusive; / = no result given; & = joins results of further samples; [ ] = dose if it differs, or a comment. Unless noted, calls come from the whole dose curve; as a rule, active = well fitted curve in the direction sought with a large enough effect; inconclusive = small, poorly fitted or top-dose-only effect, or another doubt; inactive = no such curve, though single readings can be large; an effect the other way counts as inactive or inconclusive. Some of the compounds tested; rates above refer to the full screens.
SMILES,Pol kappa inh,ERG Ets-DNA blk,APEX1 inh,Pol iota inh,Pol beta inh,12-LOX inh,Apoferritin bind,TRHR ag,BLM helicase inh
COc1ccc(N(C(=O)Cn2nnc(-c3ccccc3F)n2)C(C(=O)NCC2CCCO2)c2ccc(Cl)cc2)cc1 (stereo not given),-3%,-4%,1%,75%[activator],-24%,6%,-3%,0.6,0%
Cc1nc(-c2ccccc2)sc1-c1n[nH]c(=S)n1C,-17%,-4%,-4%,4%,12%,?,-13%,-0.1,1%
Cc1ccccc1CN1CCSc2sccc2C1=O,6%,14%,-3%,34%[activator],8%,-3%,?,-1.4,-2%
CC1CCCN(C(=O)c2cc(-c3cccs3)nc3ccccc23)C1 (stereo not given),-4%,2%,-15%,10%,/,1%,/,/,/
CCOC(=O)/C(C#N)=C/c1ccc(N2CCCCC2)cc1,2%[60.1 µM],0%,-1%,-24%,-28%,-11%,-19%,6.6,-4%
CCCOc1ccc(C(=O)NNC(=S)NC(=O)c2ccccc2)cc1,-7%,-11%,-8%,-26%,?,35µM*,-13%,38*,-7%
CC1=NNC(=O)C1CCC(=O)N/N=C(\C)c1ccccc1 (stereo not given),-1%,9%,5%,-28%,1%,?,-5%,0.3,-3%
N#Cc1ccc(N2CCOCC2)c([N+](=O)[O-])c1,2%,-4%,11%,66%[activator],3%,1%,-10%,-0.2,-6%
CCCN1CCC(NC(=O)C2CCN(C(C)=O)CC2)CC1,-8%,-12%,0%,59%[activator],8%,-5%,-1%,0.2,5%
Nc1nonc1C(=O)NCCNCc1ccccc1F,-4%,-6%,/,-20%,35%,-10%,-14%,-0.2,0%
CCc1nc(SC)ncc1C(=O)N1CCN(c2cc(C)ccc2C)CC1,-20%,-2%,/,-10%,7%,?,-16%,-0.1,-9%
C[C@H](NC(=O)N1CCn2c1nc1ccccc12)C(=O)NCc1ccc(F)cc1,8%,4%,27%,0%,?,-5%,-1%,-0.7,-1%
Cn1ccc(NC(=O)Nc2ccc(Cl)cc2)n1,-8%,12%,3%,77%[activator],-1%,15%,1%,-0.1,-3%
O=C(Nc1nnc(C2CC2)o1)c1ccc(S(=O)(=O)N2CCCc3ccccc32)cc1,1%,6%,11%,-15%,17%,?,-13%,-1.3,-10%
COc1cccc(-n2cc(C(=O)Nc3cc(OC)c(OC)c(OC)c3)c3ccccc3c2=O)c1,2%,-1%,/,19%,22%,-23%,-1%,-0.7,1%
COc1cc(C)c(S(=O)(=O)N2CCOCC2)c(C)c1C,-2%,3%,4%,-5%,0%,1%,-11%,-0.8,-6%
Cc1ccc2[nH]c(=O)c(CN3CCCCC3)c(-c3ccccc3)c2c1,-8%,11%,-8%,-2%,0%,?,?,0.4,-8%
Nc1nc(-c2ccc(Cl)cc2)cc(C(F)(F)F)n1,7%,-13%,5%,1%,0%,-1%,-8%,-0.5,-1%
Nc1cccc(Oc2ccc3c(c2)C(=O)N(CC2CCCO2)C3=O)c1 (stereo not given),-1%,-17%,11%,2%,5%,51%[activator],-5%,-0.4,-4%
COc1ccccc1OCC(=O)Nc1ccc2c(c1)OCCO2,-1%,-7%,12%,34%[activator],-23%,17%,-8%,-0.7,-7%
CN(CC(=O)Nc1ccccc1Br)C(=O)c1sccc1-c1ccccc1,-7%,-2%,-1%,-11%,/,381%[activator],/,0.7,/
CCCCOC(=O)c1ccc(NC(=O)CSCc2n[nH]c(=O)[nH]2)cc1,-13%,-26%,-10%,8%,0%,-10%,-21%,0.1,1%
C=C(C)C(=O)Nc1cccc(C2=NOC3(C2)C[C@@H](C(N)=O)N(C(=O)CCCCC)C3)c1 (stereo not given in full),7.9µM*,-5%,?,8.9µM*,2µM*,-7%,-7%,0.0,-12%
COc1ccc(CN=C(C)c2c(C(F)(F)F)[nH]n(-c3nc4ccccc4s3)c2=O)cc1,4%,3%,-1%,27%,-2%,32%[activator],-12%,0.1,0%
Cc1ccsc1C(=O)N1CCCC(CCC(=O)N2CCN(c3ccccn3)CC2)C1 (stereo not given),-15%,-1%,3%,12%,30%,-6%,-7%,0.7,-2%
Cc1nn(CC(=O)NCCc2ccccc2)c(=O)c2ccccc12,8%,-8%,0%,17%,-2%,0%,?,-0.5,1%
CCN1C(=NCCOC)N[C@@H](CCc2ccccc2)[C@H](C(=O)OC)[C@H]1C,-6%,-12%,14%&-20%,3%,18%&82%,?,-4%&-9%,-0.1&1.5,-1%&4%
OCCN(CC(O)COc1ccccc1)CC(O)Cn1ccc2ccccc21 (stereo not given),-10%,6%,0%,11%,-12%,7%,3%,0.7,4%
CCOc1cc(C(=O)OC(C)C(=O)Nc2ncc(Cl)cc2Cl)ccc1OCC(=O)N1CCOCC1 (stereo not given),-1%,13%,-9%,-34%,27%,-9%,0%,0.0,0%
CCCCC(=O)NCCc1ccc(S(N)(=O)=O)cc1,-18%,-12%,0%,-2%,-15%,0%,2%,1.4,-1%
Cc1ccc(CNS(=O)(=O)c2ccc3c(c2)NC(=O)C(C)S3)cc1 (stereo not given),-7%,5%,8%,27%,9%,0%,-13%,0.3,-1%
COc1cccc(NC(=O)CN(C)C(=O)c2cccc(S(=O)(=O)N3CC4(C)CC3CC(C)(C)C4)c2)c1 (stereo not given),-15%,-16%,11%,-3%,/,-34%,/,/,/
Cc1cc(C)cc(NC(=S)N(CCN(C)C)C(C)c2cccnc2)c1 (stereo not given),-14%,-5%,-2%,80%[activator],0%,0%,-7%,-0.1,-1%
COc1ccc(CCNC(=O)COC(=O)Cn2cnc3ccccc3c2=O)cc1,-3%,-13%,0%,-10%,-13%,0%,3%,-0.6,2%
c1cn(-c2cc(-c3ccc4c(c3)OCO4)ncn2)cn1,25µM*,/,8.9µM*,/,/,?,/,/,-2%
Cc1cc([N+](=O)[O-])nn1Cc1noc(C(=O)NCc2ccc3c(c2)OCO3)n1,-6%,-6%,19%,-5%,22%,-3%,-23%,-0.8,-2%
Cc1cccn2c(=O)c3cc(C(=O)NCC4CCCO4)c(=N)n(Cc4ccc(F)cc4)c3nc12 (stereo not given),4%,0%,-17%,26%,15%,-2%,46%[activator],0.9,25%
O=S(=O)(NC1c2cccc3cccc(c23)C1Sc1ncccn1)c1ccccc1 (stereo not given),-1%,10%,-2%,5%,-20%,-3%,-5%,1.4,-8%
CCN(CC(=O)Nc1ccccc1C(F)(F)F)C(=O)C1CCN(C(=O)Nc2ccccc2)CC1,1%,-1%,3%,11%,/,22%,/,-0.3,/
O=C(Nc1cccc(Br)c1)N1CCN2CCCCC2C1 (stereo not given),6%,5%,/,22%,7%,15%,5%,0.5,2%

# At a glance, part of the list above:
SMILES,Pol kappa inh,ERG Ets-DNA blk,APEX1 inh,Pol iota inh,Pol beta inh,12-LOX inh,Apoferritin bind,TRHR ag,BLM helicase inh
Cn1ccc(NC(=O)Nc2ccc(Cl)cc2)n1,-8%,12%,3%,77%[activator],-1%,15%,1%,-0.1,-3%
O=C(Nc1nnc(C2CC2)o1)c1ccc(S(=O)(=O)N2CCCc3ccccc32)cc1,1%,6%,11%,-15%,17%,?,-13%,-1.3,-10%
COc1cccc(-n2cc(C(=O)Nc3cc(OC)c(OC)c(OC)c3)c3ccccc3c2=O)c1,2%,-1%,/,19%,22%,-23%,-1%,-0.7,1%

# Next section
SMILES,Pol kappa inh,ERG Ets-DNA blk,APEX1 inh,Pol iota inh,Pol beta inh,12-LOX inh,Apoferritin bind,TRHR ag,BLM helicase inh
COc1cccc(NC(=O)CSc2nc(C3CC3)nc3ccccc23)c1,3%,-8%,16%,?,-2%,-14%,-4%,-1.2,-18%
CC(C(=O)NCC1CCCO1)n1cc([N+](=O)[O-])cn1 (stereo not given),7%,-14%,3%,11%,-14%,-5%,-3%,0.3,-1%
COc1ccc2c(N)c(C(=O)NN)[nH]c2c1,-2%,1%,0%,253%[activator],-1%,?,-12%,0.6,-7%
Cc1ccc(S(=O)(=O)Cc2ccc(C(=O)N3CCc4ccccc4C3)o2)cc1,56µM*,3%,?,?,16µM*,?,-20%,0.1,-20%
O=C(NC1CCCCC1)c1ccccc1NC(=O)C1CC1,-8%,-5%,0%,13%,1%,0%,-13%,-0.7,-7%
COc1ccc(-c2nnc3sc(CCN4C(=O)c5ccccc5C4=O)nn23)cc1,-4%,-15%,-8%,16%,-7%,-12%,?,0.1,5%
COc1ccc(-n2cnc3cc(NC(=O)c4ccco4)ccc32)cc1,4%,-3%,3%,-8%,1%,/,-24%,1.1,1%
O=C(Nc1nnc(-c2ccco2)o1)c1ccc(S(=O)(=O)N2CCCC2)cc1,-4%[60.1 µM],-3%,13%,21%,1%,10%,-10%,-0.9,3%
CCC(C(=O)Nc1ccccn1)c1ccccc1 (stereo not given),-6%,10%,/,60%[activator],/,0%,/,/,/
CCOC(=O)C(C#N)c1ccccn1 (stereo not given),-3%,3%,1%,7%[58.9 µM],-22%,-13%,-4%,0.1,-1%
O=C(COC(=O)c1ccco1)NCc1ccc(F)cc1,1%,-1%,3%,24%,17%,11%,-4%,0.1,-1%
O=[N+]([O-])c1ccc(NC(=S)NCc2ccc(F)cc2)cc1,-27%,4%,-8%,?,0%,?,-16%,1.5,-12%
COc1cc(C)c(N(C(C)=O)c2ccccc2)c(C)c1,-12%,0%,-2%,2%,-1%,0%,-14%,0.3,-3%
CC(c1ccccc1)c1nnc(NC(=O)Nc2ccccc2)s1 (stereo not given),-6%,9%,-1%,8%,1%,0%,?,1.0,-7%

# Entries of single compounds, quoted from the list. Order of values: Pol kappa inh | ERG Ets-DNA blk | APEX1 inh | Pol iota inh | Pol beta inh | 12-LOX inh | Apoferritin bind | TRHR ag | BLM helicase inh
# Entry for O=[N+]([O-])c1ccc(NC(=S)NCc2ccc(F)cc2)cc1 : -27% | 4% | -8% | ? | 0% | ? | -16% | 1.5 | -12%
# Entry for COc1ccc2c(N)c(C(=O)NN)[nH]c2c1 : -2% | 1% | 0% | 253%[activator] | -1% | ? | -12% | 0.6 | -7%
# Entry for O=C(COC(=O)c1ccco1)NCc1ccc(F)cc1 : 1% | -1% | 3% | 24% | 17% | 11% | -4% | 0.1 | -1%
